Bioassay records (PubChem)
FLuc inh: blocks Photinus pyralis firefly luciferase activity; AID 411; purified firefly luciferase, luminescence, 8 min; hit rate 2.2% among 72,000; Potency, µM (series often up to 57.1 µM), for inactives: top-dose activity change, negative = inhibition, most hits filed as inhibitors; note: potency is the fitted concentration of half-maximal effect; % is set by controls: 0 for no effect and ±100 for the full control effect; nearly all actives have a fitted effect of over 40% in size
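Firefly luciferase (PKLight detection mix) with 10 uM ATP in pH 7.2 imidazole buffer (KCl, MgCl2, Tween 20, BSA). Compounds tested across a concentration series (qHTS). Luminescence read after 8 min at ambient temperature.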
Casp7 inh: caspase-7 (human) inhibition, allosteric or competitive; Potency, µM (doses to about 57.5 µM), for inactives: at the highest dose activity change, negative = inhibition, most hits filed as inhibitors; hit rate 0.02% among 75,000; recombinant caspase-7, Ac-DEVD-AFC fluorescence rate; active = well fitted inhibition curve with a large enough effect in the main read-out, with a control signal flat, not every such curve was filed as active; inconclusive = small, poorly fitted or top-dose-only effect, or a change in a side signal; note: potency is the fitted concentration of half-maximal effect; % of control where 0% means no effect
4MU fluor: compound fluoresces in the 4-MU spectral region | compound autofluorescence, 340/450 nm, 4-MU equivalents; stronger effect = higher value | max dye-equivalent concentration, M | hit rate 11% among 59,000 | AID 589; in the data active = max dye-equivalent concentration above about 10 nM; inconclusive = mostly about 1.1 nM to 9.6 nM
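Compounds in 100 mM Tris, pH 8.0, incubated 15 min at room temperature, then fluorescence read at 340 nm excitation/450 nm emission. Signal converted to 4-MU dye-equivalent concentration using an on-plate six-point 4-MU standard curve.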
A350 fluor: compounds fluorescent in Alexa 350 spectral region. Compound autofluorescence, 340/450 nm, Alexa 350 dye-equivalents; stronger effect = higher value. hit rate 11% among 59,000. AID 590. max dye-equivalent concentration, M; in the data active = max dye-equivalent concentration above about 10 nM; inconclusive = mostly about 1.1 nM to 9.6 nM
Tau filament bind: binders of human tau filaments; Potency, µM (series often up to 57.1 µM), for the others: at the highest dose activity change, negative = inhibition; P10636; recombinant tau filaments, thioflavin S fluorescence, 15 h; filaments grown with octadecylsulfate alongside compound; hit rate 2% among 71,000;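 note: potency is the fitted concentration of half-maximal effect; % is set by controls: 0 for no effect and ±100 for the full control effect; actives lower thioflavin S fluorescence by blocking filaments or displacing dye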
Target sequence (P10636 whole entry, looked up): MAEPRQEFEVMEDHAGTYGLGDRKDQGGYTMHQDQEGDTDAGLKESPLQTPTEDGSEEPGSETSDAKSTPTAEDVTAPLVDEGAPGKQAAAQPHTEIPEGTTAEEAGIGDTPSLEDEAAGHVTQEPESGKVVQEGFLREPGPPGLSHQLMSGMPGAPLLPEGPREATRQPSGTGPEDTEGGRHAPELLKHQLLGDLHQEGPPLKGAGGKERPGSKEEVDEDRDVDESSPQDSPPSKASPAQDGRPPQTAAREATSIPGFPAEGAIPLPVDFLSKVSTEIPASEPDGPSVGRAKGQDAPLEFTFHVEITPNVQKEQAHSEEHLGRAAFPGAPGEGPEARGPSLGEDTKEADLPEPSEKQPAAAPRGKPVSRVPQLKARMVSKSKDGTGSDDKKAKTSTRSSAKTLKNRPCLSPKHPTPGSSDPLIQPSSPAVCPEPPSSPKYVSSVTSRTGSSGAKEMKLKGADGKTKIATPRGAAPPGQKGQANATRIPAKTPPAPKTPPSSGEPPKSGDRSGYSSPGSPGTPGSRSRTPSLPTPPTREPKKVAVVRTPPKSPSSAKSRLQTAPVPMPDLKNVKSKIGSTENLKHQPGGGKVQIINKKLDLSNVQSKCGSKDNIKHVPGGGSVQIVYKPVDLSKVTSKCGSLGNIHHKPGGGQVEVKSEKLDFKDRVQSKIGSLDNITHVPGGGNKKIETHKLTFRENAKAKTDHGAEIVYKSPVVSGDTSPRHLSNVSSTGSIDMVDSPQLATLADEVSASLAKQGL
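Quantitative HTS: thioflavine S signal from ODS-induced tau filaments, excited at 450 nm, emission 510 nm. Conditions: 1 uM tau, 30 uM ODS, 15 h at 37 C, pH 7.4.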
ERK AVP inh: inhibitors of vasopressin-stimulated ERK signaling pathway; Potency, µM (highest dose often 57.5 µM), without a hit: at the top dose activity, negative = inhibition, most hits filed as inhibitors; HEK293-V1b, vasopressin-stimulated pERK AlphaScreen; hit rate 0.99% among 72,000; AID 995; note: potency is the fitted concentration of half-maximal effect; % is set by controls: 0 for no effect and ±100 for the full control effect; nearly all actives have a fitted effect of over 55% in size
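HEK293 cells stably expressing V1b receptor, preincubated 30 min at 37 °C with compound, then stimulated 5 min with 25 nM vasopressin. Phospho-ERK by AlphaScreen SureFire after 5 h RT; normalized to DMSO and vasopressin; AC50 by Hill fit.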
Casp1 inh: caspase-1 (human) inhibition, allosteric or competitive; hit rate 0.03% among 75,000; AID 900; Potency, µM (top dose mostly 57.5 µM), for the others: top-dose activity change, negative = inhibition, most hits filed as inhibitors; Caspase-1 enzyme, Ac-WEHD-AFC fluorogenic rate; P29466;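 note: potency is the fitted concentration of half-maximal effect; plate controls were vehicle for no effect and no substrate for full effect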
Target sequence (P29466 120-297 limits assumed): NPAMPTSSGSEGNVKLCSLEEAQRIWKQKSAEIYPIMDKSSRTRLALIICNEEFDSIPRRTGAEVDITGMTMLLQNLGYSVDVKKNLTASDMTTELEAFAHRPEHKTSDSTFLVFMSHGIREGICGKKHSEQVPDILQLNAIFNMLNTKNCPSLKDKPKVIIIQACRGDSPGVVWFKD
Target sequence (P29466 317-404 limits assumed): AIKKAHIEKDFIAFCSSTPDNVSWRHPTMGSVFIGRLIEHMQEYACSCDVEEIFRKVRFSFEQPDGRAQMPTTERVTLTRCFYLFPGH
HEK293 cAMP ctrl: parental HEK293 cAMP activation (counter-screen); hit rate 2.5% among 73,000; Potency, µM (series often up to 57.1 µM), for inactives: at the top dose activation, actives largely listed as activators; AID 938; parental HEK293 CNG cAMP sensor, membrane potential fluorescence; note: potency is the fitted concentration of half-maximal effect; % of control where 0% means no effect; nearly all actives have a fitted effect of over 55% in size
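Counterscreen for endogenous-receptor signalling: CNG-channel HEK 293 cells report cAMP rise by membrane depolarization. After 60 min dye equilibration with 100 uM RO 20-1724, compounds incubated 30 min before bottom-read fluorescence at 590 nm.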
TexasRed autofl: compounds fluorescent in Texas Red spectral region; Compound fluorescence, Texas Red channel, 547/618 nm; stronger effect = higher value; max dye-equivalent concentration, M; hit rate 0.06% among 59,000; in the data active = max dye-equivalent concentration above about 10 nM; inconclusive = between about 1.1 nM and that limit
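Dye-equivalent concentrations come from scaling compound signal (ex 547, em 618 nm) to six Texas Red standard concentrations run on every plate, after 15 min room-temperature incubation in pH 8.0 Tris (100 mM).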
Rhodamine autofl: compound autofluorescence in rhodamine spectral region; Rhodamine-region fluorescence, 547/598 nm, Tris buffer; stronger effect = higher value; max dye-equivalent concentration, M; hit rate 0.05% among 59,000; AID 594; in the data active = max dye-equivalent concentration above about 11 nM; inconclusive = between about 1.1 nM and that limit
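Intrinsic compound fluorescence, ex 547 / em 598 nm, CCD imager. Tris 100 mM pH 8.0; 15 min RT. Output = rhodamine dye-equivalent concentration at each compound concentration.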
Fluorescein fluor: compound autofluorescence in fluorescein spectral region; AID 593; Compound autofluorescence, 480/540 nm, fluorescein-equivalent; stronger effect = higher value; max fluorescein-equivalent concentration, M; hit rate 0.91% among 59,000; in the data active = max fluorescein-equivalent concentration above about 10 nM; inconclusive = between about 1.1 nM and that limit
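Compounds were pin-transferred into 100 mM Tris buffer, pH 8.0, and incubated 15 min at room temperature. Fluorescence was read at 480 nm excitation/540 nm emission. Signals were normalized to an on-plate six-point fluorescein standard curve as dye-equivalent concentration.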
* = called active by the depositor; i = inactive; ? = inconclusive; nt = no result given; [ ] = dose if it differs, or a comment. Unless noted, calls come from the whole dose curve; as a rule, active = well fitted curve in the direction sought with a large enough effect; inconclusive = small, poorly fitted or top-dose-only effect, or another doubt; inactive = no such curve, though single readings can be large; an effect the other way counts as inactive or inconclusive. An excerpt, so the mix of outcomes need not match the whole.

Every second line gives: Casp1 inh	Rhodamine autofl	Casp7 inh	FLuc inh	TexasRed autofl	Fluorescein fluor	ERK AVP inh	A350 fluor	4MU fluor	HEK293 cAMP ctrl	Tau filament bind
- C=CCN1C(=O)/C(=C2\SC(N3CCOCC3)=NC2=O)c2cc(Br)ccc21
    2%	i	0%	-1%	i	?	1%	i	i	4%	-7%
- Cc1cc(=O)oc2cc(Oc3ncccn3)ccc12
    ?	i	-12%	2%	i	i	26%	1.3e-07M*	1.5e-07M*	10%	-44%
- Cc1cccc(CN2CCN(C(c3ccccc3)c3ccc(Cl)cc3)CC2)c1 (stereo not given)
    -4%	i	-2%	0%[25.5 µM]	i	?	-22%	i	i	nt	nt
- Cc1ccc(CNC(=O)CSc2nc(N3CCCCC3)nc(N3CCCCC3)n2)cc1
    0%	i	-1%	2%	?	?	-2%	i	i	?	-12%
- CCOC(=O)N/N=C1/C[C@@H](O)[C@@H](O)[C@@H]2[C@H]3C(=O)N(c4ccc(F)cc4F)C(=O)[C@@H]3CC[C@H]12
    -2%[11.5 µM]	nt	0%[11.5 µM]	0%[11.4 µM]	nt	nt	6%[11.5 µM]	nt	nt	3%[11.4 µM]	nt
- O=C(CCCn1c(=O)[nH]c2ccsc2c1=O)N1CCCCC1
    2%	i	4%	-1%	i	i	10%	i	i	9%	12%
- CC(=O)NCCNc1ncnc2ccc(-c3ccc4c(c3)OCO4)cc12
    -3%	i	-4%	1%[2.29 µM]	?	i	-6%	?	?	11%	-6%
- Cc1cc(C)n2nc(-c3cccnc3)nc2n1
    1%	i	3%	-1%	i	i	-26%	i	i	3%	1%
- COc1ccc(-n2c(=O)cc(N3CCN(c4ccccc4OC)CC3)[nH]c2=O)cc1
    3%	i	1%	0%	i	i	11%	i	i	8%[2.29 µM]	1%
- CCN(CC)CCNC(=O)c1c(C)oc2cc(Br)c(OC)cc12
    nt	i	nt	0%[25.5 µM]	i	i	nt	i	i	nt	nt
- CS(=O)(=O)N(CC(N)=O)c1ccc(F)c(Cl)c1
    -2%	i	-1%	-2%	i	i	-12%	i	i	-2%	4%
- Nc1cc(Cl)c(NC2=NCCN2)c(Cl)c1
    4%	i	2%	1%	i	i	7%	i	i	7%	0%
- CCOC(=O)N1CCN(C(=O)Cn2ncn3nc(-c4cccs4)cc3c2=O)CC1
    5%	i	-1%	-5%	?	i	20%	i	i	1%	-3%
- CC(=O)N1CCN(CC(=O)Nc2c(Cl)cccc2Cl)CC1
    0%	i	2%	2%	i	i	18%	i	i	2%	7%
- Cc1cc(=O)oc(C)c1C(=O)NCCCN1CCN(c2ccc(F)cc2)CC1
    2%	i	-2%	2%	i	?	-12%	?	i	14%	-2%
- Cc1ccn2cc(CCNC(=O)c3ccc(Br)o3)nc2c1
    -3%	nt	-2%	1%	nt	nt	nt	nt	nt	14%	1%
- Cc1oc(C)c(C(N)=O)c1C(N)=O
    1%	i	0%	3%	i	i	-13%	4.1e-08M*	4.6e-08M*	11%	-1%
- FC(F)(F)c1ccccc1-c1cncnc1NCc1cccnc1
    -2%	i	-1%	-2%[2.29 µM]	i	?	8%	i	i	-1%	0%
- CCCCC(=O)Nc1ccc2c(c1)OCCO2
    3%	i	-1%	-28%	i	?	-28%	i	i	9%	-7%
- S=C(CSc1ccccc1)Nc1cccc2ccccc12
    -2%[11.5 µM]	i	2%[11.5 µM]	2%[11.4 µM]	i	i	31%[activator][11.5 µM]	i	i	10%[11.4 µM]	-9%[11.4 µM]
- CCCCOc1ccccc1NC(=O)CC1Nc2ccccc2NC1=O (stereo not given)
    ?	nt	-26%	4%	nt	nt	10%	nt	nt	12%[11.4 µM]	-14%[11.4 µM]
- Cc1nn(Cc2ccccc2Cl)c(C)c1C(=O)NCc1ccco1
    3%	i	1%	1%	i	i	?	i	i	20%	10%
- Cc1cc(NC(=O)Cn2nc(C(F)(F)F)c3c2CCC3)n(-c2ccccc2)n1
    1%	i	1%	3%	i	i	-1%	i	i	?	-6%
- CCc1nnc(NCn2nc(C)cc2C)s1
    -3%	nt	0%	-5%	nt	nt	-25%	nt	nt	-2%	-5%
- O=C(CN1C(=O)COc2ccc(Cl)cc21)Nc1ccc2c(c1)OCCO2
    0%	i	0%	-2%	i	?	-8%	i	i	2%	12%
- COC(=O)C(C(=O)OC)N1C(=O)CCC1=O
    0%	i	1%	-2%	i	?	3%	i	i	7%	-7%
- COc1cccc(N2CCN(c3c4c(nc5ncnn35)CCC4)CC2)c1
    0%	i	0%	-2%	?	i	-28%	i	i	29%	13%
- c1csc(CNc2ccnc(-c3ccc4c(c3)OCO4)n2)c1
    -4%	i	-1%	?	i	i	?	i	i	?	-7%
- Cn1nnc(NC(=O)COc2ccc(C3CCCCC3)cc2)n1
    1%	i	-3%	0%	i	i	11%	i	i	27%	10%
- COc1c(C)cccc1C(=O)Nc1cc(Cl)ccc1N1CCOCC1
    0%	i	-1%	1%	i	i	-19%	i	i	25µM*	39%
- COc1ccc(Oc2coc3c(CN(C)C)c(O)ccc3c2=O)cc1
    -7%	nt	-11%	0%	nt	nt	7%	nt	nt	2%	-13%
- CCCCC1(COC(=O)CCC(=O)O)C(=O)N(c2ccccc2)N(c2ccccc2)C1=O
    2%	i	1%	0%[25.5 µM]	?	?	-18%	i	i	-3%[25.6 µM]	5%[25.6 µM]
- O=S1(=O)CCN2C(=N1)Sc1c2ccc2c1CCCC2
    -1%	i	-1%	-23%	i	i	-18%	?	i	21%	6%
- CCCCC(CC)CNC(=O)c1[nH]c(C)c(C(C)=O)c1C (stereo not given)
    -2%	nt	-2%	1%	nt	nt	?	nt	nt	19%	-1%
- Cc1cc(C)n2c(SCCC(C)C)nnc2n1
    4%	i	0%	-3%	i	?	10%	?	i	11%	7%
- CSc1nc2ccc(S(=O)(=O)Nc3c(C)n(C)n(-c4ccccc4)c3=O)cc2s1
    1%	i	-1%	0%	?	i	-10%	i	i	11%	7%
- CC1(C)OC(=O)C(=CNCC(O)c2ccccc2)C(=O)O1 (stereo not given)
    0%	i	1%	-1%	i	i	6%	i	i	2%	13%
- O=C(Nc1c(C(=O)Nc2cccc(F)c2)oc2ccccc12)c1ccc2c(c1)OCO2
    ?	i	-12%	-25%	i	i	1%	5.2e-07M*	4.8e-07M*	17%	104%
- CCCCS(=O)(=O)NC1=NCN(CC)CN1
    -2%	i	1%	-2%	i	i	3%	i	i	-4%[2.29 µM]	-1%
- NS(=O)(=O)c1ccc(CCNC2CC(=O)N(CCc3ccccc3)C2=O)cc1 (stereo not given)
    1%	nt	1%	0%	nt	nt	0%	nt	nt	17%	21%

Entries listed so far marked active in 4MU fluor.
SMILES	Casp1 inh	Rhodamine autofl	Casp7 inh	FLuc inh	TexasRed autofl	A350 fluor	4MU fluor	Tau filament bind
Cc1cc(=O)oc2cc(Oc3ncccn3)ccc12	?	i	-12%	2%	i	1.3e-07M*	1.5e-07M*	-44%
Cc1oc(C)c(C(N)=O)c1C(N)=O	1%	i	0%	3%	i	4.1e-08M*	4.6e-08M*	-1%
O=C(Nc1c(C(=O)Nc2cccc(F)c2)oc2ccccc12)c1ccc2c(c1)OCO2	?	i	-12%	-25%	i	5.2e-07M*	4.8e-07M*	104%

Continuation:
Every second line gives: Casp1 inh	Rhodamine autofl	Casp7 inh	FLuc inh	TexasRed autofl	Fluorescein fluor	ERK AVP inh	A350 fluor	4MU fluor	HEK293 cAMP ctrl	Tau filament bind
- CCC1CCCCN1CCNS(=O)(=O)c1ccc2c(c1)oc(=O)n2C (stereo not given)
    0%	nt	0%	-10%	nt	nt	-13%	nt	nt	5%	-7%
- CCc1nnc(NC(=O)c2ccc(NS(=O)(=O)c3ccccc3)cc2)s1
    -1%	i	-4%	4%	i	?	0%	1.6e-08M*	1.5e-08M*	-2%	-1%
- CCOC(=O)C(C)Sc1ccc2nnc(-c3ccc(F)cc3)n2n1 (stereo not given)
    -2%	i	1%	0%	i	i	-6%	1.1e-08M*	?	17%	-10%
- COc1cc(C(=O)N2CCN(C(=O)Cc3ccccc3)CC2)cc(OC)c1OC
    1%	nt	-1%	-1%	nt	nt	2%	nt	nt	2%	5%
- CC(C)CCNC(=O)C(c1ccco1)N(C(=O)Cn1nnc2ccccc21)c1ccc2c(c1)OCO2 (stereo not given)
    -2%	i	-1%	1%	i	i	34%[activator]	i	i	26%	51%
- Cc1noc(C)c1-c1nc(N(C)C)c2ccccc2n1
    -2%	i	-5%	-3%[2.29 µM]	i	i	-14%	i	i	11%	-5%
- O=C(Nc1cc(C(F)(F)F)ccc1N1CCCC1)c1cccnc1
    -1%	i	-1%	2%	i	i	9%	i	i	19%	-23%
- CCOc1ccc(-c2nnn(CC(=O)Nc3cccc(OC)c3)n2)cc1OCC
    -1%	i	2%[0.00368 µM]	4%	i	i	-27%	i	i	-9%	i
- Cc1nc(C)n(CC(O)COc2ccc3ccccc3c2)n1 (stereo not given)
    -1%	i	-3%	4%	i	i	-11%	?	?	-2%	-5%
- CCCOC(=O)c1ccc(Oc2cn[nH]c2-c2ccc(OC)cc2O)cc1
    -3%	i	-8%	-1%	?	i	-22%	i	i	4%	13µM*
- CCCCCSc1nnc2c(n1)OC(C)N(C(C)=O)c1ccccc1-2 (stereo not given)
    ?	nt	?	0%	nt	nt	-7%	nt	nt	0%	25µM*
